# Screening data as filed in PubChem BioAssay.
# Ba/F3 V617F tox – loss of viability in JAK2V617F-driven Ba/F3 cells; Ba/F3 EpoR-JAK2V617F viability, ATP luminescence; inhibition, % at 5.6 µM; 1.1% of 220,000 active;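 active = inhibition above the campaign mean plus 3 SD over all tested compounds, cut at about 24% in these data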;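 also: cytokine-independent growth of Ba/F3 cells driven by EpoR plus mutant JAK2; 0% = DMSO-treated cells and 100% = JAK inhibitor I control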
# S1P4 antagonist – blocks the human S1P4 receptor; O95977; S1P4-expressing cells, antagonist mode, reporter read-out; inhibition, % at 4.98 µM; 0.26% of 220,000 active; AID 1510; in the data active = inhibition above about 29%;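 also: 0% = wells stimulated with agonist and 100% = vehicle wells without agonist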
# Target sequence (O95977 whole entry, looked up): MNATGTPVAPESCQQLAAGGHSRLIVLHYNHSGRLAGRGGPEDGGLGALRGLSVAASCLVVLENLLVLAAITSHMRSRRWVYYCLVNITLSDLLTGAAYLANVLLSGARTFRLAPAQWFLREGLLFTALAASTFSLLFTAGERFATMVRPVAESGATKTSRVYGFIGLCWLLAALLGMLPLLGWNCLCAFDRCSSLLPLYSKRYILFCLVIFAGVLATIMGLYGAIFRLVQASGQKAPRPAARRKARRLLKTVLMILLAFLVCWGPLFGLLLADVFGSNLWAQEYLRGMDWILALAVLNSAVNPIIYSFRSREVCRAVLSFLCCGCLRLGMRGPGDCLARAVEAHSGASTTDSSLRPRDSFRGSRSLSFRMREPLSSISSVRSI
# S1P4 ag – agonists of human S1P4 receptor; activation, % at 4.98 µM; O95977; 0.35% of 220,000 active; S1P4-expressing cell line, agonist reporter assay; AID 1509; in the data active = activation above about 11%;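 also: 0% = DMSO vehicle and 100% = reference agonist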
# BaF3 parental – parental Ba/F3 viability inhibition as JAK2V617F counter-screen; inhibition, % at 5.6 µM; 1.1% of 220,000 active; CellTiter-Glo ATP luminescence;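 active = inhibition above a per-campaign cutoff, the mean inhibition of all tested compounds plus 3 SD, cut at about 27% in these data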;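 also: 0% = DMSO wells and 100% = JAK Inhibitor I control wells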
# m-calpain inh – calpain II (pig) inhibition; purified calpain II, fluorogenic peptide substrate, 30 min; inhibition, % at 16 µM; 0.37% of 220,000 active;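 active = inhibition above about 50%, limit read from the data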
# zfTRPN1 agonist – activates the zebrafish TRPN1 channel; HEK293 zebrafish TRPN1-YFP, Fluo-8 calcium fluorescence; 100% = response to 87 µM carbachol; activation, % at 3 µM; 0.18% of 220,000 active;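 active = activation above its plate's cutoff, the mean activation of test wells on that plate plus 3 SD, cut at about 19% in these data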;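 also: 0% = DMSO alone and 100% = 87 µM carbachol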
#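 System: zebrafish TRPN1-YFP in HEK293 cells / Dosing: 3 µM single point / Timing: dye loading 1 h at 37 °C, then 30 min room temperature / Signal: Fluo-8 calcium fluorescence, excitation 470-495 nm, emission 515-575 nm / Read-out basis: percent activation from peak over basal fluorescence ratio, control-normalized / Control set: high carbachol 87 µM, low DMSO alone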
# PERK inhibitor – blocks human PERK kinase. Q9NZJ5. CHO PERK-DD fusion, SEAP luminescence translation reporter. inhibition, % at 5.6 µM. 0.17% of 220,000 active. AID 1416;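 active = inhibition above the mean inhibition of all tested compounds plus 3 SD, set separately per screening campaign, cut at about 2.9% in these data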;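 also: PERK kinase domain activated by AP20187 dimerizer at 100 nM; 0% = DMSO with dimerizer and 100% = rapamycin at 8.4 µM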
# TRPML3 ag – activates the human TRPML3 channel. Q8TDD5. HEK293 TRPML3-YFP, Fluo-8 calcium fluorescence; 100% = the carbachol control signal. activation, % at 3 µM. 0.29% of 220,000 active;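 active = activation above its plate's cutoff, the mean activation of the plate's test wells plus 3 SD, cut at about 12% in these data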;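 also: 0% = DMSO only wells and 100% = carbachol wells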
# Target sequence (Q8TDD5 whole entry, looked up): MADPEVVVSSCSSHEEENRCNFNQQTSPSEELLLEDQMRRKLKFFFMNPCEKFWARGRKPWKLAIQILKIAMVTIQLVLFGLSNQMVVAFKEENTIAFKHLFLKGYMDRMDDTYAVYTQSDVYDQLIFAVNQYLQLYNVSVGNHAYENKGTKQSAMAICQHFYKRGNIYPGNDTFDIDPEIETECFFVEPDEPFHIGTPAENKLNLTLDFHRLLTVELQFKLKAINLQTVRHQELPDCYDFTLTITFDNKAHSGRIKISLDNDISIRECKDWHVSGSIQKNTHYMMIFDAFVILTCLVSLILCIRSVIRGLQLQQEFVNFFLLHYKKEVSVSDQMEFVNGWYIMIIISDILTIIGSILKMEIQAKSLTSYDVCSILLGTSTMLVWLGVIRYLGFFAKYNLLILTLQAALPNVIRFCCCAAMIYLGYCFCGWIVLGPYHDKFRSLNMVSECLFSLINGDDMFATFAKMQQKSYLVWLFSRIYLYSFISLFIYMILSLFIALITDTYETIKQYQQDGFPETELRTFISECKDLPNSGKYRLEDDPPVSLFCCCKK
#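 Test system: TRPML3-YFP stable HEK293 cells. Doses: single point at 3 µM. Incubation: dye loading 1 h 37 °C then 30 min ambient, 125 s read. Signal: Fluo-8 calcium dye fluorescence, ex 470-495, em 515-575 nm. Measure: percent activation from peak-to-basal fluorescence ratio, scaled between DMSO and carbachol.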
# EP2 modulator – EP2 receptor (human) modulation; P43116; EP2-expressing cells, cAMP HTRF FRET, PGE2 co-stimulation; induction, % at 25 µM; 0.83% of 260,000 active; AID 940;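 active = compounds whose cAMP rise, as percent of the full-agonist control response, exceeds 60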;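 also: rat C6 glioma line stably carrying human EP2 under a CMV promoter; the protocol text gives 20 µM as final concentration; 100% = response of wells given 1 µM PGE2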
# Active calls of the source: *; i = inactive; . = not tested or not shown; & = joins results of further samples. Random draw from the library. Share with any hit: about 3.6%.
# Each structure is followed by: BaF3 parental | zfTRPN1 agonist | m-calpain inh | PERK inhibitor | Ba/F3 V617F tox | S1P4 ag | TRPML3 ag | EP2 modulator | S1P4 antagonist
O=C(COC(=O)c1cc(Cl)ccc1[N+](=O)[O-])Nc1cccc2ccccc12
 : -2 | -0.8 | 11 | 0.6 | -3 | 1.0 | -0.1 | -44 | -4
C#Cc1ccc([C@H]2C=C(C(=O)O)O[C@@H](OCc3ccc(CO)cc3)C2)cc1
 : -3 | 1.2 | 11 | 0.3 | -1 | -0.5 | 0.5 | -20 | 2
CCNc1nc(NCC)nc(N/N=C/c2ccc(N(C)C)cc2)n1
 : 0 | -0.1 | -224 | 0.0 | -2 | 0.6 | -0.1 | -43 | -16
CCOc1ccc(NS(=O)(=O)c2cc(NC(=O)CCC(=O)c3cccs3)ccc2Cl)cc1
 : 10 | 1.0 | -61 | -0.5 | 5 | -3.4 | -0.1 | -31 | -11
Cc1ccc(CNC(=O)COc2ccc3c(c2)CCC3)cc1
 : 6 | -3.2 | 12 | -0.1 | -1 | -0.4 | -0.3 | -64 | -5
O=C(CCN1C(=O)C2CC=C(Cl)CC2C1=O)NCc1ccccc1 (configuration not stated)
 : 2 | 0.4 | -18 | 0.8 | 0 | -0.4 | 0.9 | 5 | -13
O=C(c1ncn[nH]1)N1CCN(c2nc(-c3ccccc3)cs2)CC1
 : 8 | -0.2 | -12 | 0.4 | 5 | 0.9 | -0.7 | 15 | -7
COc1cc(C2=NOC(C(=O)Nc3cc(C)on3)C2)cc(OC)c1OC (configuration not stated)
 : 3 | 1.0 | 2 | -0.6 | -3 | -0.9 | 0.7 | 25 | 1
CC(=O)Nc1ccc2nc(CN3CCN(Cc4ccc(F)cc4)C(CCO)C3)ccc2c1 (configuration not stated)
 : 2 | 1.6 | -37 | 1.4 | -4 | 0.2 | 0.7 | -11 | 6
CCOC(=O)CN1C(=O)c2ccccc2C1=O
 : 0 | -0.3 | -21 | 0.4 | -5 | -4.9 | 0.4 | 11 | -2
Cc1ccc(NC(=O)CN2C(=O)NC3(CCC(C)CC3)C2=O)c(Cl)c1 (configuration not stated)
 : -1 | 0.0 | -8 | 0.8 | -2 | -0.6 | -0.4 | 13 | -12
Cc1cc(NCCN2CCOCC2)n2ncc(-c3ccc(Cl)cc3)c2n1
 : 4 | 1.7 | . | 0.0 | 1 | -0.8 | 0.0 | . | -14
Cn1c(CNC(=O)c2ccccc2)nnc1SCC(=O)Nc1nccs1
 : 7 | 0.7 | -3 | 1.9 | -1 | 1.1 | 0.9 | 25 | 1
Cc1ccc2nc(-c3ccc(NS(=O)(=O)c4ccc(F)cc4)cc3)sc2c1
 : 5 | -0.3 | i | -0.2 | 0 | 1.9 | 0.4 | -41 | -27
CCC(C)NC(=O)CCSCCC(=O)NC(C)CC (configuration not stated)
 : 0 | -1.1 | -6 | 1.5 | -4 | 2.0 | 0.5 | -66 | -18

# Two of the compounds above, with bars between the fields:
Compound | BaF3 parental | zfTRPN1 agonist | m-calpain inh | PERK inhibitor | Ba/F3 V617F tox | S1P4 ag | TRPML3 ag | EP2 modulator | S1P4 antagonist
CC(=O)Nc1ccc2nc(CN3CCN(Cc4ccc(F)cc4)C(CCO)C3)ccc2c1 (configuration not stated) | 2 | 1.6 | -37 | 1.4 | -4 | 0.2 | 0.7 | -11 | 6
CCOC(=O)CN1C(=O)c2ccccc2C1=O | 0 | -0.3 | -21 | 0.4 | -5 | -4.9 | 0.4 | 11 | -2

# (cont.)
# Each structure is followed by: BaF3 parental | zfTRPN1 agonist | m-calpain inh | PERK inhibitor | Ba/F3 V617F tox | S1P4 ag | TRPML3 ag | EP2 modulator | S1P4 antagonist
Nc1nc(Nc2ccccc2)n[nH]1
 : 2 | 0.4 | -24 | 1.0 | -2 | 1.3 | 0.9 | 10 | -16
COc1cc(C(=O)O)cc(NC(=O)c2ccco2)c1OC
 : 2 | -1.6 | -9 | 1.5 | -2 | 0.8 | 1.6 | -8 | -6
Cc1ccc2[nH]c(C)c(CCNC(=O)c3cc4cc([N+](=O)[O-])ccc4oc3=O)c2c1
 : 5 | 0.7 | -76 | 0.1 | -1 | -0.3 | 0.0 | 20 | -9
O=C(NCc1ccccc1)C(c1cccs1)N(Cc1cccs1)C(=O)c1cnccn1 (configuration not stated)
 : 3 | 2.4 | -8 | -1.1 | -3 | 0.1 | 1.3 | 20&8 | -15
CCOc1c2ccc(C(=O)N[C@H](C)C3CCCCC3)cc2nn1CC
 : 6 | -2.1 | i | 0.9 | -1 | 1.3 | -1.1 | -26 | 0
CN(CCn1ccnc1)Cc1cn(-c2ccccc2)nc1-c1ccc2c(c1)OCO2
 : 8 | -0.7 | 5 | 0.9 | 3 | -1.8 | 0.6 | -1 | -7
O=C(CCn1c(=O)sc2ccccc21)NCc1ccco1
 : 6 | -0.3 | -8 | 0.5 | -4 | 1.7 | 0.7 | -8 | -23
CN(C)C(=S)SCC(=O)NC(=O)NC(C)(C)C
 : 12 | 0.4 | -3 | -0.4 | 4 | 0.4 | 0.8 | -3 | 12
C=CCn1c(N)cc(=O)nc1SCC(=O)Nc1ccccc1C(N)=O
 : 3 | 1.1 | -32 | -0.1 | -2 | -0.3 | 1.5 | 14 | 14
CCOc1ccc(CC(=O)N2CCN=C2SC)cc1
 : 2 | 1.7 | -18 | 0.8 | -2 | -1.9 | 0.7 | 3 | -5
Cc1cc([N+](=O)[O-])ccc1-c1ccc(C2Nc3ccccc3C(=O)N2O)o1 (configuration not stated)
 : 8 | -0.1 | -8 | -0.2 | 2 | -0.7 | -0.4 | 0 | -17
Cc1ccc(C)c(CSC2=NCCN2C(=O)Cc2ccc([N+](=O)[O-])cc2)c1
 : 7 | 1.1 | -5 | 0.0 | -1 | 0.9 | 0.2 | 3 | 4
Cc1cccc(NS(=O)(=O)c2ccc3[nH]c(=O)cc(C(=O)O)c3c2)c1
 : -1 | 1.5 | -32 | 0.9 | -3 | 0.4 | 1.0 | 14 | -9
N#C/C(=C\c1cc2ccccc2nc1N1CCCCC1)C(N)=O
 : 3 | -0.7 | 10 | 0.3 | -2 | 1.5 | 0.5 | 3 | -7
CCOC(=O)C1(CC2CCCCO2)CCN(C(=O)Nc2cccc(SC)c2)CC1 (configuration not stated)
 : 7 | -0.1 | 11 | 0.5 | -1 | -0.6 | -0.3 | -15 | -5

# (listing goes on)
# Each structure is followed by: BaF3 parental | zfTRPN1 agonist | m-calpain inh | PERK inhibitor | Ba/F3 V617F tox | S1P4 ag | TRPML3 ag | EP2 modulator | S1P4 antagonist
COc1cc(SSc2cc(OC)cc([N+](=O)[O-])c2N)c(N)c([N+](=O)[O-])c1
 : 1 | 1.1 | -2 | -1.0 | 0 | -1.1 | 0.2 | -66 | 1
O=C(CCCCCN1C(=O)c2ccccc2C1=O)NC1CCCC1
 : 2 | 0.8 | -6 | -1.0 | 1 | 6.9 | 0.0 | 16 | 0
CC(=O)c1cccc(-n2nnnc2SCC(=O)NNC(=O)C(C)C)c1
 : 15 | -0.7 | -4 | 0.4 | 2 | 0.1 | 1.5 | 15 | -12
O=C(Nc1ccccc1)N1CCc2ccccc21
 : 3 | -0.3 | 8 | 0.7 | 2 | 1.4 | -0.1 | -45 | -1
CCn1c(-c2cc(-c3cccc(OC)c3)nc3ccccc23)n[nH]c1=S
 : 4 | -2.0 | -9 | -2.1 | -1 | 0.9 | -1.0 | -46 | -9
CCOC(=O)C1(CC2CCCCO2)CCN(Cc2nccn2-c2cccc(C)c2)CC1 (configuration not stated)
 : -2 | -1.6 | 8 | 0.9 | -3 | 0.1 | -1.0 | -26 | 6
NC(=O)C(c1ccc(Cl)cc1)c1ccc(Sc2ccccc2)nn1 (configuration not stated)
 : 6 | -0.5 | 20 | -0.7 | -6 | -0.5 | 1.1 | -21 | -8
O=C(COc1ccc2ccccc2c1)N1CCCC1
 : 3 | 1.0 | -16 | 0.4 | 1 | 0.9 | 0.0 | -30 | 1
CCn1c(Cc2cccc3ccccc23)nnc1SCC(=O)Nc1nccs1
 : 3 | 1.5 | -1 | -1.0 | -1 | 2.0 | 1.9 | 13 | 9
CCOC(=O)C1=C(N2CCCCC2)c2cc3c(n2C1=O)CCCC3
 : 4 | -1.3 | -5 | -0.9 | 2 | 1.4 | -0.8 | 20 | -1
O=C1OC(c2ccc(Cl)cc2)=N/C1=C\c1cccnc1
 : 7 | 0.1 | 3 | -0.5 | 2 | 1.0 | 0.0 | -40 | 8
CCOc1cc(S(=O)(=O)n2ccc(C)n2)ccc1Br
 : 13 | 0.3 | 31 | -0.3 | 30* | 2.4 | 1.1 | -15 | -7
Cc1nc2ccc(NC(=O)c3ccc(S(=O)(=O)N(C)c4ccccc4)cc3)cc2s1
 : 4 | 4.8 | -2 | -0.8 | -4 | 0.8 | 1.6 | -63 | -29
CCn1c(C(=O)N2CCC(C(=O)NCc3cccs3)CC2)cc2sccc21
 : 5 | 0.0 | 10 | -0.7 | -5 | -1.0 | 0.2 | -8 | -4
O=C(NNc1nc2cc3c(cc2s1)OCO3)c1cccc(F)c1
 : -3 | 1.2 | 23 | 0.1 | -4 | 2.1 | -0.3 | -37 | 2
CCCCSc1cnn(-c2ccccc2)c(=O)c1SCCCC
 : 2 | -0.4 | 9 | 0.6 | -3 | 1.8 | -1.1 | 9 | -2
CCCCOc1ccc(NC(=O)Nc2nnc(C)s2)cc1
 : -4 | -2.5 | 20 | 0.1 | -2 | 0.8 | -0.3 | -11 | -5

# Compounds above that contain two or more sulfur atoms, in the order listed:
# Each structure is followed by: BaF3 parental | zfTRPN1 agonist | m-calpain inh | PERK inhibitor | Ba/F3 V617F tox | S1P4 ag | TRPML3 ag | EP2 modulator | S1P4 antagonist
CCOc1ccc(NS(=O)(=O)c2cc(NC(=O)CCC(=O)c3cccs3)ccc2Cl)cc1
 : 10 | 1.0 | -61 | -0.5 | 5 | -3.4 | -0.1 | -31 | -11
Cn1c(CNC(=O)c2ccccc2)nnc1SCC(=O)Nc1nccs1
 : 7 | 0.7 | -3 | 1.9 | -1 | 1.1 | 0.9 | 25 | 1
Cc1ccc2nc(-c3ccc(NS(=O)(=O)c4ccc(F)cc4)cc3)sc2c1
 : 5 | -0.3 | i | -0.2 | 0 | 1.9 | 0.4 | -41 | -27
O=C(NCc1ccccc1)C(c1cccs1)N(Cc1cccs1)C(=O)c1cnccn1 (configuration not stated)
 : 3 | 2.4 | -8 | -1.1 | -3 | 0.1 | 1.3 | 20&8 | -15
CN(C)C(=S)SCC(=O)NC(=O)NC(C)(C)C
 : 12 | 0.4 | -3 | -0.4 | 4 | 0.4 | 0.8 | -3 | 12
COc1cc(SSc2cc(OC)cc([N+](=O)[O-])c2N)c(N)c([N+](=O)[O-])c1
 : 1 | 1.1 | -2 | -1.0 | 0 | -1.1 | 0.2 | -66 | 1
CCn1c(Cc2cccc3ccccc23)nnc1SCC(=O)Nc1nccs1
 : 3 | 1.5 | -1 | -1.0 | -1 | 2.0 | 1.9 | 13 | 9
Cc1nc2ccc(NC(=O)c3ccc(S(=O)(=O)N(C)c4ccccc4)cc3)cc2s1
 : 4 | 4.8 | -2 | -0.8 | -4 | 0.8 | 1.6 | -63 | -29
CCn1c(C(=O)N2CCC(C(=O)NCc3cccs3)CC2)cc2sccc21
 : 5 | 0.0 | 10 | -0.7 | -5 | -1.0 | 0.2 | -8 | -4
CCCCSc1cnn(-c2ccccc2)c(=O)c1SCCCC
 : 2 | -0.4 | 9 | 0.6 | -3 | 1.8 | -1.1 | 9 | -2
